# High-throughput results deposited in PubChem BioAssay by National Center for Advancing Translational Sciences (NCATS).
# D2 potentiator = HTS Assay for Positive Allosteric Modulators of the Human D2 Dopamine Receptor: Primary Screen for Potentiators. HEK293 T-REx D2, calcium flux, EC20 dopamine potentiation. potentiation, % at 10 µM. 0.34% of 340,000 active. AID 485347, 2010;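 active = potentiation over 3 SD above the plate norm, cut at about 30% in these data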; also: 0% is about no effect
# Target sequence (P14416 whole entry, looked up): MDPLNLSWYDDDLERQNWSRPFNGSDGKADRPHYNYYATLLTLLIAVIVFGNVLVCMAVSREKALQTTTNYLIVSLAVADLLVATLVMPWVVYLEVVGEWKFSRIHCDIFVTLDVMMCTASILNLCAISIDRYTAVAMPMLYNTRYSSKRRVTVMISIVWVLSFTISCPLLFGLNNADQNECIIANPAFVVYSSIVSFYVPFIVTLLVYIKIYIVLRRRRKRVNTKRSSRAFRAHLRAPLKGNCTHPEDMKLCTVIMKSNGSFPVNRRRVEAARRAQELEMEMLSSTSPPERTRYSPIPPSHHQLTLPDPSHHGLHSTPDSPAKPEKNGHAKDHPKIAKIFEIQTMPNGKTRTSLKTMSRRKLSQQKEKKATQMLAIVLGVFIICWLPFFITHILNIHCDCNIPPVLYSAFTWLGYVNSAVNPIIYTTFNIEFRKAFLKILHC
#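 Tetracycline-induced Hek293 Trex D2 cells, force-coupled to calcium, loaded with no-wash calcium dye. Compound added with 180 s kinetic read for agonism, then EC20 dopamine and a further 180 s read for potentiation.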
# D2 ag = HTS Assay for Allosteric Agonists of the Human D2 Dopamine Receptor: Primary Screen for Agonists. 0.53% of 340,000 active. AID 485358, 2010. activation, % at 2 µM. HEK293 T-REx D2 cells, calcium flux agonist mode;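 active = activation over 3 SD above normal in the single-dose calcium agonist read, cut at about 30% in these data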; also: 0% is about no effect
#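 Calcium-flux readout, 1 cycle/sec over 180 s following compound pin transfer, in inducible HEK293 Trex D2 cells (force-coupled); dopamine controls included. Positive calcium responses during this window marked compounds as potential agonists.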
# TRHR ag = qHTS for Small Molecule Agonists and Allosteric Enhancers of Human TRH Receptor: Primary Screen for Agonists. 0.18% of 360,000 active. activation, % at 2 µM. TRHR cells, calcium flux fluo-8, FDSS agonist mode; also: 0% is about no effect
# Target sequence (P34981 whole entry, looked up): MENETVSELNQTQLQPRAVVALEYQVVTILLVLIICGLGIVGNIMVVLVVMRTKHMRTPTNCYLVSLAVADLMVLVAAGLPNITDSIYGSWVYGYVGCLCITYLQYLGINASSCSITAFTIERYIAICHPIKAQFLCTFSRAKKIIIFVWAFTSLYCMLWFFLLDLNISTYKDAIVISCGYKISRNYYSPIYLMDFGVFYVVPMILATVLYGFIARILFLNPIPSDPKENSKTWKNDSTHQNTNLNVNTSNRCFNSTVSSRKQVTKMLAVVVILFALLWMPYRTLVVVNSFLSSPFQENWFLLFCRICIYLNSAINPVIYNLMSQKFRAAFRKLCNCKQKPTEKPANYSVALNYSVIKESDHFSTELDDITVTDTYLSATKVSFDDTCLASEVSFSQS
#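 Agonist-mode FDSS calcium read (Ex 480/Em 530, 1 s cycles) in 1536-well TRHR cells with fluo-8 dye, after 10-cycle baseline and 23 nL compound addition; TRH at EC20 (10 nM final) added afterwards for the enhancer phase.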
# D1 potentiator = Potentiators of Human D1 Dopamine Receptor: qHTS | HEK293 TREx D1 cells, calcium flux, dopamine EC20 potentiation | 0.036% of 360,000 active | AID 504651, 2011 | potentiation, % at 10 µM; in the data active = potentiation above about 30%; also: 0% is about no effect
# D2 antagonist = HTS Assay for Allosteric Antagonists of the Human D2 Dopamine Receptor: Primary Screen for Antagonists; HEK293 TREx D2 cells, calcium flux, dopamine EC80; inhibition, % at 10 µM; 2% of 340,000 active; AID 485344, 2010; in the data active = inhibition above about 30%; also: 0% is about no effect
#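 Compounds are added to dye-loaded, induced HEK293 T-REx cells coupled to calcium release via D2; after a 3 min kinetic read an EC80 dopamine stimulus is given and fluorescence is recorded for 3 more min.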
# D1 antag = Antagonist of Human D 1 Dopamine Receptor: qHTS; D(1A) dopamine receptor (Homo sapiens), P21728; HEK293 TREx D1 cells, calcium flux, dopamine EC80; active compounds read low; activity change, negative = inhibition, % at 10 µM; 3.2% of 360,000 active; in the data active = activity change below about -30%; also: % is scaled to controls: 0 for no effect and ±100 for the full control effect
#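 Cells carrying a force-coupled, tetracycline-inducible human D1 receptor report calcium flux. Each well gets a 10 s baseline, compound with 180 s monitoring, then an EC80 dopamine stimulus with a second 180 s kinetic read.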
# RXFP1 antagonist = qHTS Assay for Antagonists of the Relaxin Receptor RXFP1; Relaxin receptor 1 (Homo sapiens), Q9HBX9; HEK293-RXFP1, relaxin-stimulated cAMP HTRF, 30 min; active compounds read low; activity change, negative = inhibition, % at 57.5 µM; 0.59% of 350,000 active;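 active = activity change of -60% or lower, but not beyond a set lower limit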; also: % is scaled to controls: 0 for no effect and ±100 for the full control effect
# TRHR enhancer = qHTS for Small Molecule Agonists and Allosteric Enhancers of Human TRH Receptor: Primary Screen for Enhancers. Thyrotropin-releasing hormone receptor (Homo sapiens), P34981. TRHR cells, fluo-8 calcium fluorescence, EC20 TRH enhancement. enhancement, % at 2 µM. 0.66% of 360,000 active. AID 493056, 2011; in the data active = enhancement above about 30%; also: 0% is about no effect
#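 TRHR-expressing cells loaded with fluo-8 calcium dye were read kinetically (ex 480/em 530) during compound addition, then stimulated with an EC20 of TRH (10 nM final). Enhancement of the Gq-mediated intracellular calcium response was scored.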
# D1 ag = Allosteric Agonists of the Human D1 Dopamine Receptor: qHTS; AID 504660, 2011; activation, % at 2 µM; HEK293 T-REx D1 cells, calcium flux, agonist mode; 1% of 360,000 active; also: 0% is about no effect
#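 Tetracycline-induced HEK293 TREx D1 cells, force-coupled to calcium signalling, were dye-loaded with a no-wash calcium kit. Compound was pin-added after a 10 s baseline. Fluorescence was read kinetically at 1 cycle/s for 180 s, with calcium rises flagged as agonism.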
# An asterisk follows results filed as active; . = not tested or not shown; & = joins results of further samples. Rule as the data show it, unless noted: active = activation above about 30%; inactive = the rest.
SMILES	D2 potentiator	D2 ag	TRHR ag	D1 potentiator	D2 antagonist	D1 antag	RXFP1 antagonist	TRHR enhancer	D1 ag
CCOc1ccc(C(C)=O)cc1CSc1nnc(-c2cccs2)n1CC1CCCO1 (configuration not stated)	-21.0	-0.7	-0.3	5.5	3.1	-21.2	-4.1	-5.9	1.1
CNS(=O)(=O)c1cccc(C(=O)OCC(=O)Nc2ccc(Cl)cc2F)c1	-16.9	-0.6	0.2	-12.3	-3.6	-22.9	1.4	-1.2	2.7
CCCS(=O)(=O)c1nc(S(=O)(=O)c2ccc(Cl)cc2)c(N2CCC(O)CC2)s1	1.1	0.4	0.1	51.6*	-1.3	-16.2	23.8	-3.5	3.3
O=C(c1ccccc1)N1CCOC12CCN(c1ncc(C(F)(F)F)cc1Cl)CC2	2.6	-0.1	-0.4	-1.9	-1.0	0.8	-0.6	15.5	-1.8
CCC(C)N(CCNC(=O)c1ccc2c(c1)NC(=O)c1ccccc1S2)C1CCCCC1 (configuration not stated)	-28.3	.	2.3	-1.7	.	0.9	-37.6	-9.4	30.4*
CCc1ccc(CNCc2c(C(=O)O)n(Cc3cccc(F)c3)c3cc(OC)ccc23)cc1	-11.5	0.0	-0.2	1.4	.	9.3	-24.0	1.7	0.9
Cc1cccc(C(=O)Nc2ccc(C)c(OC(=O)c3cccc(C)c3)c2)c1	.	.	0.6	0.6	.	-5.7	.	25.4	2.4
CCOC(=O)NNc1ccc2nonc2c1[N+](=O)[O-]	-2.2	0.3	0.4	3.6	9.2	-11.0	9.2	4.1	4.4
CCCc1nnc(NC(=O)C(CC)OC(=O)c2cc(C)nc3ccccc23)s1 (configuration not stated)	-4.5	0.9	-0.4	-5.8	-12.2	50.7	-6.0	-0.6	0.3
CC(C)(C)NC(=O)c1nn(Cc2ccccc2)c(=O)c2ccccc12	-0.1	-0.6	2.4	-9.8	2.9	13.6	-15.5	-2.6	2.3
COc1cccc(NS(=O)(=O)c2ccc3c(c2)C2C=CCC2C(c2ccc(C(=O)O)cc2)N3)c1 (configuration not stated)	-8.5	-0.5	0.5	-4.2	-16.9	3.5	-9.1	19.0	2.8
COc1cccc(C(=O)Nc2cccc(-c3ccc(N4CCOCC4)nn3)c2)c1OC	.	.	-0.6	-4.6	.	-25.8	-13.3	-1.4	2.1
CCCCN(Cc1ccco1)C(=O)c1cc2c(s1)-c1c(C)cccc1OC2	-22.5	0.1	1.3	-6.2	.	-5.0	-25.7	0.9	11.4
Cc1cc(NC(=O)c2ccco2)ccc1NC(=O)Cc1cccs1	18.2	0.2	0.1	-7.7	18.4	-16.3	-8.0	-0.6	1.7
COc1ccc(OCCSc2nnc(Cc3cccc4ccccc34)n2N)cc1	-0.7	-0.4	-0.5	-2.2	-11.6	-19.7	10.3	-3.4	2.9
COC(=O)c1scc2c(Oc3ccccc3)cc(C(F)(F)F)nc12	4.6	0.4	-1.2	-7.0	-6.4	-0.6	-26.8	9.3	-0.1
COc1ccc(/C(N)=N/OC(=O)Cc2ccc(C)cc2)cc1OC	23.8	-0.1	-2.2	-5.5	-9.2	-13.3	-5.0	-0.3	4.7
O=C(COC(=O)CSc1ccccc1)NNC(=O)c1ccc([N+](=O)[O-])cc1	-10.0	-1.2	9.8	2.8	3.4	-8.8	1.7	-12.1	-0.1
CC(C)c1ccc(NC(=O)c2cc3c(=O)[nH]c4ccccc4c3n2C)cc1	1.2	0.6	0.5	4.2	.	9.7	.	7.4	0.6
COc1ccc(CCNC(=O)CCCn2c(=O)c3ccccc3n(CC(=O)Nc3cc(Cl)ccc3C)c2=O)cc1OC	23.2	-0.7	-0.9	0.2	.	-15.0	.	5.8	-1.1
COc1ccccc1C(=O)Nc1nc2nc(-c3ccccc3)cc(=O)n2[nH]1	-5.5&0.1	-0.8&0.7	-0.1&-0.1	-1.2&-2.5	9.6	-6.0&-10.4	-10.1&-4.2	-3.3&9.4	-0.8&-0.3
O=C(NCCc1ccccc1)C1=CCN(S(=O)(=O)c2ccccc2)CC1	2.8	0.0	-0.8	-2.4	-2.5	-10.3	6.7	0.5	0.1
CC(=O)c1ccc(OCc2cc(C(=O)N3CCCCCCC3)no2)cc1	-0.1	0.4	0.0	-4.8	-6.0	-37.7*	-13.2	-1.5	27.2
CC(=O)N1CCN(S(=O)(=O)c2ccc(C)cc2)C1c1ccc(N(C)C)cc1 (configuration not stated)	12.3	0.6	0.3	-5.1	-12.4	-3.8	-20.9	-0.3	2.2
c1ccc(CNn2c(N3CCOCC3)nc3ccccc32)cc1	-4.8	-0.3	0.7	-0.3	-3.8	25.7	2.9	-4.5	-0.3

# Other structures.
SMILES	D2 potentiator	D2 ag	TRHR ag	D1 potentiator	D2 antagonist	D1 antag	RXFP1 antagonist	TRHR enhancer	D1 ag
CCCc1cc(=O)[nH]c(SCC(=O)N2CCN(S(=O)(=O)c3ccc(C)cc3C)CC2)n1	4.1	-0.9	-0.7	12.8	40.9*	7.0	5.2	4.7	1.4
NNc1nnc2c3cc(F)ccc3n(Cc3ccccc3)c2n1	6.5	1.6	-0.4	3.2	3.8	1.7	-30.6	-2.1	-0.3
CCS(=O)(=O)N1CCC(C(=O)Nc2ccc(C(C)=O)cc2)CC1	5.7	-0.9	0.0	0.6	-5.8	-18.9	-4.9	-4.1	5.2
COCCCNC(=O)c1cc(-c2cccnc2)nc2ccc(S(=O)(=O)N3CCCCCC3)cc12	12.0	0.5	-0.7	12.0	13.0	13.4	-31.9	9.6	0.4
CN(CC1COCCO1)c1nc2nonc2nc1N1CCSCC1 (configuration not stated)	4.7	0.3	-0.8	-3.6	12.8	-9.9	-4.5	5.0	-0.6
NC(=O)c1cc([N+](=O)[O-])ccc1Nc1ccccc1	-2.8	-1.8	-0.3	-3.0	-5.5	8.7	.	-1.3	0.7
CCOc1ccccc1NC(=O)CCCn1cc([N+](=O)[O-])cn1	-5.6	0.0	-0.3	4.4	11.3	4.5	3.6	-2.1	4.3
CCC12CN3CC(C)(CN(C1)C3c1ccc(O)cc1O)C2=O (configuration not stated)	-3.7	0.7	0.8	2.0	.	-1.1	-11.3	2.0	4.5
CCOCCCNC(=O)c1ccc2nc(-c3ccc(OC)c(OC)c3)c(-c3ccc(OC)c(OC)c3)nc2c1	-2.5	-1.7	0.5	0.8	-13.9	4.1	-3.0	0.7	0.0
COc1ccccc1NC(=O)c1sc2nc(C)c(C(=O)Nc3ccc(C)cc3C)c(-c3cccs3)c2c1N	-4.6	2.3	4.6	-3.5	.	-7.9	-4.6	-3.1	25.8
CC(C)Cn1c(N)c(C(=O)CSc2nnnn2C)c(=O)n(C)c1=O	-0.8	0.7	0.1	2.1	10.9	-9.2	-13.6	-1.0	2.0
Cc1ccc(-n2nc(C)c(C3(O)C(=O)N(C(C)C)c4ccccc43)c2N)cc1 (configuration not stated)	10.9	0.1	-0.2	-4.3	-13.6	-0.5	4.3	0.1	-2.1
CCC1=Nc2cc(C(=O)O)ccc2Sc2ccccc21	4.3	-0.8	-0.4	-0.2	-0.1	-13.5	.	-1.7	-0.4
Cc1ccnc2nc(C(=O)Nc3nnc(CC(C)C)s3)nn12	8.6	0.0	1.4	-3.5	5.9	12.3	3.0	2.0	2.4
CC(=O)c1cccc([N+](=O)[O-])c1	-5.4	0.8	-0.5	-3.8	-8.1	.	.	-1.6	-1.5
CC1Cc2ccccc2N1C(=O)CCn1c(=O)sc2ccccc21 (configuration not stated)	4.8	0.1	-0.8	-7.8	6.5	4.1	-0.3	10.2	2.0
COc1ccc2oc(CS(=O)c3ccccc3)c(C(=O)O)c2c1 (configuration not stated)	-9.1	-1.1	0.2	-0.2	-8.9	8.7	6.4	-0.5	-2.4
COc1ccccc1C(=O)Nc1ccnn1C1CCN(Cc2ccc3nonc3c2)CC1	-15.1	-0.3	-0.2	1.9	-41.5	-10.1	11.9	-4.2	-0.6
O=C(O)C1CCC(c2ccc(-c3ccccc3)cc2)CC1 (configuration not stated)	10.5	-0.1	-0.9	3.6	-6.3	-4.0	3.6	1.0	2.3
